# NPYLR7 agonist: activates Aedes aegypti NPYLR7 receptor. HEK293T NPYLR7/Galpha15, GCaMP6s calcium fluorescence. activation, % at 10 µM. 270,000 compounds, 0.15% hits; in the data active means activation above about 40%;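 further: 0% = vehicle and 100% = reference agonist at the receptor; some compounds past the cut are filed as inactive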
# mcGAS lum: inhibitors of mouse cGAS; Q8C6L5; recombinant cGAS, Kinase-Glo ATP depletion luminescence; inhibition, % at 12.5 µM; 160,000 compounds, 0.15% hits;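 further: 0% = negative control wells and 100% = reference inhibitor with no enzyme activity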
# hcGAS inh: inhibitors of human cGAS; 290,000 compounds, 0.081% hits; Q8N884; recombinant h-cGAS, ATP depletion, Kinase-Glo luminescence; inhibition, % at 12.5 µM;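 further: 0% = vehicle reaction and 100% = reaction without DNA for no activity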
# Target sequence (Q8N884 whole entry, looked up): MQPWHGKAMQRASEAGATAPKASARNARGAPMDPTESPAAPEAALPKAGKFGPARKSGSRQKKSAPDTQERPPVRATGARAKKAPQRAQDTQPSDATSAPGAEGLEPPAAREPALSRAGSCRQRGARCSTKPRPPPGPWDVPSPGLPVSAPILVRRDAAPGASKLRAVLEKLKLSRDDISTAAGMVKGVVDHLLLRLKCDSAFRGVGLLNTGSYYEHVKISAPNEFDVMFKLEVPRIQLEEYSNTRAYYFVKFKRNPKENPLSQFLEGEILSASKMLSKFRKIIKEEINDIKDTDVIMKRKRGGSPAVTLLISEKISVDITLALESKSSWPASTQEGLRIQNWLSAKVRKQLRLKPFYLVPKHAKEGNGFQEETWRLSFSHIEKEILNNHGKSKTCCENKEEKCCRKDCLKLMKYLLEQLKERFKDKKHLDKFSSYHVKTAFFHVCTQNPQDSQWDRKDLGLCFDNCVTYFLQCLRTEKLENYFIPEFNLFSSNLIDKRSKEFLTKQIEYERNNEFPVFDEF
# * = called active by the depositor; nt = not tested or not shown; & = joins results of further samples. Unless noted, no stated cut-off is given here; in the data, active means inhibition above about 40%; inactive means the rest.
mol	NPYLR7 agonist	mcGAS lum	hcGAS inh
NC(=O)C1CCN(Cc2cc(=O)oc3ccc(O)cc23)CC1	7	-5	-3
COc1ccc(CCN2CCC(CN(C)C(=O)C3=CCCCC3)CC2)cc1	14	-10	6
OCCNC(=S)NC12CC3CC(CC(C3)C1)C2	4	-4	-8
Clc1ccc(-c2nc(NCCN3CCOCC3)c3ccc(Cl)cc3n2)cc1	-2	2	0
Cc1nn2c(-c3cccc(C(F)(F)F)c3)cc(C(=O)O)nc2c1-c1ccccc1	-3	nt	7
CCOC(=O)NNC(=O)c1cn[nH]c1-c1ccc(Cl)cc1	1	nt	1
COc1cc(-n2cnc(C(=O)O)c2)ccc1NC(C)=O	3	nt	-8
O=c1[nH]nc(CCn2ccnc2-c2ccc(-c3ccccc3Cl)o2)[nH]1	nt	-11	-7
COc1ccc(S(=O)(=O)N2CCC(Cc3ccc(C(F)(F)F)cc3)CC2)cc1OC	25	-6	-4
Cc1ccn2c(=O)nc(SCc3ccc(C(F)(F)F)cc3)nc2c1	2	-8	-9
COCCOC(=O)C1=C(C)NC2=C(C(=O)CCC2)C1c1ccc(Br)cc1 (stereo unspecified)	-5	-1	4
O=C1C(Cl)=C(N=CC(O)C(O)C(O)C(O)CO)C(=O)c2ccccc21 (stereo unspecified)	14	4	-1
CCOc1ccc(C(=O)N(C)CCc2ccccc2F)cc1	-11	nt	4
Cc1c(C(=O)N2CCN(S(=O)(=O)c3ccccc3F)CC2)sc2ccccc12	0	nt	-9
CCOc1cc2oc(=O)cc(C)c2cc1OCC	-6	nt	-5
CCC(O)CN(Cc1ccc(F)cc1)Cc1cc(C)ccc1C (stereo unspecified)	18	-5	-6
COc1ccc(C)cc1-n1cnnc1CCc1c(C)n[nH]c1C	nt	-12	-7
CCC(=O)C1OC(O)(CCC2=CCOC2=O)C2(C)CCCC(C)(C)C12 (stereo unspecified)	-5	-7	-2
COC(=O)Nc1nc2ccc(C(=O)c3cccs3)cc2[nH]1	-2&0&2&0	-8&-6&-5	-3&-8&-4&-7
COc1ccc(CCn2c(-c3cccc(OCc4ccccc4)c3)nc3ccc(Br)cc3c2=O)cc1	0	3	7
Cc1ccc(N2C(=O)C(c3c(C(C)C)[nH]n(-c4ccc(Cl)cc4)c3=O)=C(N3CCC(C)CC3)C2=O)cc1	16&9	-10&-8	-11&2
COc1ccccc1N1CCN(C(=O)c2cc3n(n2)CCN(CC2CC2)C3=O)CC1	20	-5	0
COc1ccccc1-c1cc2nc(C)cc(N3CCCC3)n2n1	1	-9	-4
COCCOCC(=O)N1CCC(c2cn(Cc3ccc(C(F)(F)F)cc3)c3ccccc23)CC1	22	-6	-3
CN(Cc1ccccc1)C(=O)C1(C)CCN1C(=O)Cc1cccs1 (stereo unspecified)	-2	-6	-3
O=C(O)CN1C(=O)/C(=C\c2cn(Cc3ccc([N+](=O)[O-])cc3)c3ccccc23)SC1=S	-13	-4	-2
CNS(=O)(=O)c1ccc(C(=O)N2CCCCC2C(=O)Nc2cc(Cl)ccc2Cl)o1 (stereo unspecified)	5	-11	-4
COc1cccc(-c2cccc(NC(=O)C3CCN(Cc4nccs4)CC3)c2)c1	2	nt	-8&-6
CC1=CC(=NN=C(c2ccccc2)c2ccccc2)CC1	0	nt	-8
CC1=NC2=C(C(=O)CCC2)C(c2ccccc2C(F)(F)F)C1C#N (stereo unspecified)	-7	-4	-6
COc1c(NC(=O)c2ccc(OCC(F)(F)F)nc2)c(C)nn1C	12	nt	-11
COC(=O)c1ccc(NC(=O)COC(=O)c2ccc(F)cc2N)cc1	-2	nt	-11
COc1ccc(CC(=O)N2Cc3ccccc3C(n3cccn3)C2)cc1 (stereo unspecified)	5	nt	-2
CCCC12CN(C(=O)CC3CCC(C)CC3)CC1C(=O)NC(=O)N2 (stereo unspecified)	-8	-3	-8
Cc1ccccc1C1c2ccsc2CCN1CC(=O)N1CCN(C(=O)c2cc(C(F)(F)F)cc(C(F)(F)F)c2)CC1 (stereo unspecified)	10	-7	-5
COCCCn1ccnc1-c1cc(OC)ccc1-n1cccn1	15	nt	-13
CCOC(=O)c1ccc(NC(=O)CSc2nc3[nH]ncc3c(=O)[nH]2)cc1	-2	nt	-2
COc1cc(CN2CCC3(CCCN(Cc4ccccc4F)C3)C2)cc2c1OCO2 (stereo unspecified)	nt	-10	-6
Cc1cc(C(=O)N2CC(C)OC(C)C2)nc2cc(C(C)(C)C)nn12 (stereo unspecified)	2	-7	-6
CCN1CCN(c2ccccc2NC(=O)/C(=C\C(=O)O)c2ccccc2)CC1	0	nt	-4
O=C1C(C(c2ccc(F)cc2)N2CCc3ccccc3C2)Sc2ncnn21 (stereo unspecified)	12	-6	-6
CCCC(C)c1nc(N2CCN(C(=O)Nc3ccc(Cl)cc3)CC2)c2cnn(-c3ccccc3)c2n1 (stereo unspecified)	12	-3	-3
O=C(Cc1ccccc1)Nc1nnc(SCC(=O)Nc2nc3ccccc3s2)s1	-10	-5	-7
CC(C)NC(=O)Nc1cccc(C(=O)Nc2ccc(C(C)C)cc2)c1	4	nt	-1
CCCOC(=O)c1c(NC(=O)Cn2nc([N+](=O)[O-])cc2C)sc2c1CCCC2	-10	-8	-4
CC(=O)c1ccc(-c2[nH]cnc2-c2ccccc2)cc1	-1	4	-4
Cc1c(C)c(C)c(S(=O)(=O)N2CCC(c3nc(-c4ccccc4F)no3)CC2)c(C)c1C	15	-6	-4
CN(CC(=O)N(C)C)Cc1cccc(C(=O)Nc2ccc3nccnc3c2)c1	6	-15	-6

# (listing goes on)
# Order of results – NPYLR7 agonist	mcGAS lum	hcGAS inh
Fc1ccc(-c2nnc(CON=Cc3cccc(Cl)c3Cl)o2)cc1
    5	nt	-7
Cc1cc(N(C)C2CCc3ccccc32)nc(C)n1 (stereo unspecified)
    0	-7	-8
COc1ccsc1S(=O)(=O)N1CCC(n2ccnc2)CC1
    -3	2	-7
O=C(CNS(=O)(=O)c1cccs1)N1CCC2(CCCO2)CC1
    6	-13	-5
Cc1cc(N2CCCCC2)nc(Nc2ccc(NC(=O)c3ccc4ccccc4c3)cc2)n1
    9	nt	-8
CCOc1ccc(NC(=O)N2CCC3(CC2)C(=O)N(CC(=O)NCCCOC)CN3c2ccccc2)cc1
    8	-6	-2
CCOC(=O)C1CCCN(C(=O)c2cc(-c3ccccc3)n(-c3ccc(OC)cc3OC)c2C)C1 (stereo unspecified)
    9	-5	-1
O=C(c1cnc(C2CC2)s1)N1CCN(C2CCCC2O)CC1 (stereo unspecified)
    10	-9	-10
COCCCN(CC(=O)N(Cc1cccn1Cc1ccccc1Cl)CC(C)C)C(=O)c1ccc([N+](=O)[O-])cc1
    26	-8	-9
CCOC(=O)C(CCCCn1cnc2c(Cl)ncnc21)(NC=O)C(=O)OCC
    3	nt	-4
Cc1noc(C)c1CC(=O)N1CCC(CCC(=O)NCc2cccnc2)CC1
    17	nt	-4
CCOc1ccc(CC(=O)N2CCN(c3ncnc4c3nnn4Cc3ccccc3)CC2)cc1
    -9	-8	-8
O=C(NCc1ccc(NC(=O)C2CC2)cc1)c1cncn1-c1ccccc1
    18	nt	-11
Cc1nc(SCC(=O)c2cc(C)n(CC3CCCO3)c2C)c2c(C)c(C)sc2n1 (stereo unspecified)
    0	-3	-5
OCC1CCCCN1Cc1ccc2c(c1)CN(Cc1cccc3cccnc13)CCO2 (stereo unspecified)
    -13	-3	-4
Cc1ccccc1Cn1c(C)c(C(=O)NCc2ccc(C(C)C)cc2)sc1=O
    1	nt	-8
COc1cc(OC)cc(C2SCCN2C(=O)Nc2ccc(F)cc2F)c1 (stereo unspecified)
    2	-1	2
COc1cccc(C(=O)N2CCN(c3ccccc3OC)CC2)c1
    0	nt	-4
CCC(C)N(C(=O)CSc1nncn1C)C1CCS(=O)(=O)C1 (stereo unspecified)
    -1	nt	4
CCOc1ccc(-n2cccc2C=O)cc1
    -1	nt	3
Cc1ccc(C(=O)NC(Cc2ccccc2)C(=O)Nc2nnc(-c3cccc(C)c3)s2)cc1 (stereo unspecified)
    19	-4	-6
Cc1cccc(OC(C)C(=O)N2CCN(S(=O)(=O)c3ccc(Cl)s3)CC2)c1 (stereo unspecified)
    3	nt	-3
CC1C(=O)N(c2cccc(Br)c2)CCN1C(=O)c1ccc(Cl)cc1 (stereo unspecified)
    -3	nt	-1
Cc1onc(-c2ccccc2Cl)c1C(=O)Nc1ccc2nc(-c3ccccc3)[nH]c2c1
    1	-5	-3
O=[N+]([O-])c1cc(Cl)cc(C=NCc2ccc3c(c2)OCO3)c1O
    13	nt	-2
O=C(NC1CCN(c2ccccc2C(=O)N2CCOCC2)CC1)C1CCC1
    23	-4	-2
Cc1cc(-n2c(C)cc(C(=O)COC(=O)c3ccc(Br)o3)c2C)no1
    9	nt	-8
O[C@@H]1CN(Cc2ccccc2-c2ccco2)CC[C@H]1N1CCCCCC1
    4	nt	-6
COc1cccc(C(=O)N2CCC(C(=O)NCCNC(=O)c3ccccc3)CC2)c1
    22	-9	-5
COc1ccc(C(=O)Nc2cccc(O)c2)cc1S(=O)(=O)N1CCOCC1
    -17	-4	-3
Cc1cc(=O)c2c(O)c3c(O)cc(=O)c4c3c3c(cc(O)c1c23)C(C)(C)C=4O
    4	-2	4
O=C(Cc1ccc(-c2ccccc2)cc1)NCCn1ncccc1=O
    0	nt	-9
CN1CCN(C(=O)c2cnn(-c3ccccc3Cl)c2)c2cnccc21
    4	-17	-6
Cc1cc(COc2ccccc2)oc1C(=O)N1CCC(n2ccnc2)C1 (stereo unspecified)
    -2	nt	-8
COc1ccc(C(=O)NCCCNC(=O)[C@H]2CCCN2C(=O)c2cccc(Br)c2)cc1
    -1	-6	-4
Cc1cc(C)nc(NN=C2C=C(N3CCCC3)CCC2)n1
    7	nt	-5
CCOC(=O)c1nc2cc(C)c(C)cc2nc1N1CCN(C(=O)c2ccc(Cl)cc2)CC1
    4	-7	-5
O=C(c1cnccn1)N1CCC(N2CCOC(CCc3ccccc3)C2)CC1 (stereo unspecified)
    5	-16	-7
O=C1c2ccc(-c3nc4ccccc4c(=O)o3)cc2C(=O)N1c1ccc(Cl)cc1
    0	0	6
CCCS(CCC)=C(C(=O)OC)[N+](=O)[O-]
    -3	-7	-5
CCOC(=O)c1nn(-c2ccccc2)c(=O)cc1OCc1cccc(C)c1
    8	nt	-1
Nc1ncnc2c1cnn2-c1ccccc1
    4	-4	-2
CCN(CC1CC(c2cccc(F)c2)=NO1)C(=O)c1ccco1 (stereo unspecified)
    nt	-10	-6
O=C(CN(C(=O)Nc1cccc(Cl)c1)C1CCCCC1)N(Cc1ccc(F)cc1)Cc1cccs1
    -9	-5	-2
Cc1c(C(=O)N2CCN(S(=O)(=O)c3c(Cl)cccc3Cl)CC2)cnn1-c1ccccc1
    -1	-1	-1
Cc1ccc(NC(=O)Cc2ccc(-n3cccn3)cc2)nc1
    6	nt	-10
CCOc1ccc(OCCOc2ccccc2)cc1
    13	nt	1
CCC(C)NS(=O)(=O)N(C)C1CCCCC1 (stereo unspecified)
    -3	nt	-15
O=C(CCl)Nc1ncc(Cc2cccc(Cl)c2)s1
    11	nt	-11
CCOC(=O)c1cccnc1-c1ccc(OC)cc1OC
    -1	nt	-5

# New compounds follow.
# Order of results – NPYLR7 agonist	mcGAS lum	hcGAS inh
Cc1cc(C)nc(SCC2=NC(C)(C)Cc3ccccc32)n1
    1	nt	-5
O=C(Nc1cc(C(F)(F)F)ccc1I)c1ccc(Cl)s1
    5	nt	-5
CS(=O)(=O)NCCc1ccc(C(=O)O)s1
    5	nt	-7
CC(=O)c1ccc(OCCOc2ccc(C#N)cc2)cc1
    -3	-6	-5

# Compounds above containing a thiophene ring, fused or not, in the order listed:
# Order of results – NPYLR7 agonist	mcGAS lum	hcGAS inh
Cc1c(C(=O)N2CCN(S(=O)(=O)c3ccccc3F)CC2)sc2ccccc12
    0	nt	-9
COC(=O)Nc1nc2ccc(C(=O)c3cccs3)cc2[nH]1
    -2&0&2&0	-8&-6&-5	-3&-8&-4&-7
CN(Cc1ccccc1)C(=O)C1(C)CCN1C(=O)Cc1cccs1 (stereo unspecified)
    -2	-6	-3
Cc1ccccc1C1c2ccsc2CCN1CC(=O)N1CCN(C(=O)c2cc(C(F)(F)F)cc(C(F)(F)F)c2)CC1 (stereo unspecified)
    10	-7	-5
CCCOC(=O)c1c(NC(=O)Cn2nc([N+](=O)[O-])cc2C)sc2c1CCCC2
    -10	-8	-4
COc1ccsc1S(=O)(=O)N1CCC(n2ccnc2)CC1
    -3	2	-7
O=C(CNS(=O)(=O)c1cccs1)N1CCC2(CCCO2)CC1
    6	-13	-5
Cc1nc(SCC(=O)c2cc(C)n(CC3CCCO3)c2C)c2c(C)c(C)sc2n1 (stereo unspecified)
    0	-3	-5
Cc1cccc(OC(C)C(=O)N2CCN(S(=O)(=O)c3ccc(Cl)s3)CC2)c1 (stereo unspecified)
    3	nt	-3
O=C(CN(C(=O)Nc1cccc(Cl)c1)C1CCCCC1)N(Cc1ccc(F)cc1)Cc1cccs1
    -9	-5	-2
O=C(Nc1cc(C(F)(F)F)ccc1I)c1ccc(Cl)s1
    5	nt	-5
CS(=O)(=O)NCCc1ccc(C(=O)O)s1
    5	nt	-7

# Compound activity: PubChem BioAssay, Fisher Drug Discovery Resource Center
